Bioassay records from PubChem BioAssay.
HCV inh – qHTS Assay for Inhibitors of Hepatitis C Virus (HCV); Huh7.5.1 HCVcc-Cre infection, luciferase reporter, 44 h; 3.4% of 340,000 active; Potency, µM (top dose mostly 41.8 µM), without a hit: at the top dose activity change, negative = inhibition, hits mostly inhibitors; also: potency is read from the fitted curve at half-maximal effect
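After 44 h co-culture of compound, cells and HCVcc-Cre (~0.5 moi), substrate is added for 15 min at room temperature and luciferase measured over 15 sec. Cells were seeded at 1,000/well and pre-cultured 4 h.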
Sm TGR block – qHTS Assay for the Inhibitors of Schistosoma Mansoni Peroxiredoxins | Schistosoma mansoni thioredoxin glutathione reductase (TGR), Q962Y6 | 3% of 360,000 active | purified TGR, DTNB reduction, TNB absorbance 405 nm | Potency, µM (titrated, usually from 114 µM), without a hit: top-dose activity change, negative = inhibition, hits mostly inhibitors | AID 485364, 2010; also: potency is read from the fitted curve at half-maximal effect; nearly all actives have a fitted effect of over 60% in size
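Kinetic colorimetric format: TGR-catalysed, NADPH-driven DTNB reduction monitored via TNB absorbance. Enzyme dispensed at 20 nM; compound exposure 15 min at room temperature before reaction start.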
HCMV inh – qHTS Assay for inhibitors of the human cytomegalovirus (HCMV). HFF cells, HCMV-luciferase reporter, 72 h; active compounds read low. activity change, negative = inhibition, % at 57.5 µM. 4.5% of 410,000 active. AID 1259415, 2018; in the data active = activity change below about -60%; inconclusive = no clear call, values can overlap the other calls; inactive = above about -39%
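Compounds were evaluated in HFFs infected with an HCMV luciferase reporter virus (MOI 1 PFU/cell). Luciferase in lysates collected 72 h post infection served as the replication measure.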
AmpC detergent – qHTS Inhibitors of AmpC Beta-Lactamase (assay with detergent) | AmpC hydrolysis of nitrocefin, absorbance 480 nm, 0.01% Triton | Potency, µM (top dose mostly 114 µM), for the others: at the top dose activity change, negative = inhibition, actives largely listed as inhibitors | 0.041% of 370,000 active;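 also: potency is read from the fitted curve at half-maximal effect; 0% = no-compound wells and -100% = no-enzyme wells; nearly all actives have a fitted effect of over 25% in size; some results filed as inactive show a strong effect at the top dose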
Target sequence (P00811 whole entry, looked up): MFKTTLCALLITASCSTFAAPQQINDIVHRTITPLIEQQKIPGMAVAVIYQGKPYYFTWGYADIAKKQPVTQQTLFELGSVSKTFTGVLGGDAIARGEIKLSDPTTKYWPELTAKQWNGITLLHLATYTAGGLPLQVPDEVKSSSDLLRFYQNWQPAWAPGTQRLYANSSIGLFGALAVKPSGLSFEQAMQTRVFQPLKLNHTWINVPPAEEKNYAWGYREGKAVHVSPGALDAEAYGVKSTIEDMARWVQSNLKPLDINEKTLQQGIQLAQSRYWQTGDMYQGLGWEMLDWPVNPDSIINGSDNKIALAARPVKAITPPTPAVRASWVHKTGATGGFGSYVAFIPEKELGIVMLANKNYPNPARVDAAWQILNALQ
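AmpC (5.3 nM in the dispensed reagent) in 20 mM phosphate pH 7.0 with 0.01% (detergent screen) or 0.0001% Triton X-100 was preincubated with compounds for 15 min at room temperature. Nitrocefin was then added from an 800 uM solution, and hydrolysis was followed at 480 nm.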
AMA1 RON2 block – qHTS for Inhibitors of AMA1-RON; Towards Development of Antimalarial Drug Lead: Primary Screen; 0.2% of 360,000 active; Potency, µM (titrated, usually from 58.2 µM), for the others: top-dose activity change, negative = inhibition, usual class: inhibitors; AlphaScreen AMA1-biotinylated RON2 peptide binding;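 also: potency is read from the fitted curve at half-maximal effect; 0% = vehicle wells and -100% = peptide control; nearly all actives have a fitted effect of over 45% in size; some results filed as inactive show a strong effect at the top dose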
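AMA1 (3D7) with his tag at 25 nM final met compounds first, then biotinylated RON2 peptide at 25 nM; detection used donor plus acceptor beads, 10 µg/mL apiece, read by AlphaScreen after 30 min at room temperature.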
FBPA Giardia inh – qHTS Assay for Inhibitors of Fructose-1,6-bisphosphate Aldolase from Giardia Lamblia | Potency, µM (titrated, usually from 59.6 µM), without a hit: at the top dose activity, negative = inhibition, actives largely listed as inhibitors | A8B2U2 | purified Giardia FBPA | 0.71% of 290,000 active | AID 2451, 2010; also: potency is read from the fitted curve at half-maximal effect; nearly all actives have a fitted effect of over 55% in size
Target sequence (A8B2U2 whole entry, looked up): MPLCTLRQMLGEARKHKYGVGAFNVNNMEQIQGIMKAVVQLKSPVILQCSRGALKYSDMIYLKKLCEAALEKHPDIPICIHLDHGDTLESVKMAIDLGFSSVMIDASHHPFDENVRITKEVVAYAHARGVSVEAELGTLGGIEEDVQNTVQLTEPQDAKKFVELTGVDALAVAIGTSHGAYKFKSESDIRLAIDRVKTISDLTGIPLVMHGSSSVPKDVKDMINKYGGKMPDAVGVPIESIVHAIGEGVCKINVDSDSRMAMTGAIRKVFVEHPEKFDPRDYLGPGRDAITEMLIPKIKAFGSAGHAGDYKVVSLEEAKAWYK
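40 nM FBPA preincubated 10 min at RT with compound (up to 57.5 uM final), then substrate plus GAPDH/TPI/NAD/arsenate coupling and diaphorase/resazurin added. Fluorescence read after 20 min at RT, 525/598 nm.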
* = called active by the depositor; ? = inconclusive; / = no result given; [ ] = remark or other dose. Unless noted, calls follow the shape of the dose curve; as a rule, active = well fitted curve in the direction sought with a large enough effect; inconclusive = small, poorly fitted or top-dose-only effect, or another doubt; inactive = no such curve, though single readings can be large; an effect the other way counts as inactive or inconclusive. Unless noted, % is scaled to controls: 0 for no effect and ±100 for the full control effect.

Structure | HCV inh | Sm TGR block | HCMV inh | AmpC detergent | AMA1 RON2 block | FBPA Giardia inh
C[C@@H]1C(=O)O[C@@H]2[C@H](O)C34[C@@H]5OC(=O)C3(O[C@H]3OC(=O)[C@H](O)C34[C@H](C(C)(C)C)[C@H]5O)[C@@]12O (stereo partly specified) | 39%[activator] | 1% | -6 | -2% | 11% | 6%
CC(C)Oc1cccc(OCCN2C(=O)c3ccccc3C2=O)c1 | 11% | 18% | -38 | -5% | 9% | -3%
CN(C)c1ncnc2sc(-c3ccccc3)cc12 | 11µM* | -1% | 37 | ? | -4% | /
CCOC(=O)N1CCN(C(=O)c2cc3c(s2)-c2ccc(Cl)cc2S(=O)(=O)C3)CC1 | -9% | -8% | -62* | -4% | 3% | 1%
COc1ccc(Br)cc1C(=O)CCC(=O)OCC(=O)Nc1cc(C(N)=O)cc(C(N)=O)c1 | -12% | -12% | / | -16% | 1% | /
CC1(C)CNc2cc([N+](=O)[O-])ccc2S1 | -17% | / | 9 | -6% | -1% | -10%
CC1(C)CN2C(=S)N(c3ccccc3)C(c3ccccc3)N2C1 (stereo unspecified) | 9% | -1% | 8 | -3% | 27% | 2%
CCOC(=O)N1CCC(Nc2ncnc3c2cnn3-c2ccc(Cl)cc2)CC1 | 17% | 6% | -1 | -2% | 33%[activator] | 19%
CCc1nc2ccc(C(=O)N3CCN(c4cccc(C(F)(F)F)c4)CC3)cc2nc1CC | -17% | 7% | -1 | -3% | -6% | /
O=C(Nc1ccc(C(=O)N2CCOCC2)cc1)C1CCC1 | -2%[8.37 µM] | / | -13 | / | -5% | /
CC1(C)C2CCC1(CS(=O)(=O)NCc1ccc(C(F)(F)F)cc1)C(=O)C2 (stereo unspecified) | 3% | 4% | / | 1% | 8% | 6%
Cc1cc(/C=N\NC(=O)CC(=O)NC2CCCCC2)c(C)n1-c1ccc(Cl)cc1 | 13% | -15% | ? | -1% | 3% | 3%
O=C(NCCc1ccccc1)c1ccc2c(c1)N(Cc1ccccc1)C(=O)CS2=O (stereo unspecified) | 1% | 7% | 30 | ? | 4% | 1%
COC(=O)C1=C(c2cc3ccccc3s2)C[C@@H]2CC[C@H]1N2C(=O)N1CCC(O)CC1 | -21% | / | -10 | / | 14% | /
Cc1ccc(C(=O)Nc2ccc(N3CCOCC3)cc2N2CCOCC2)cc1 | ? | -3% | ? | ? | -13% | -5%
CC(C)OCCCNC(=S)Nc1ccc(S(N)(=O)=O)cc1 | -5% | -28% | 15 | -4% | -12% | 14µM*
COc1ccccc1C(=O)Nc1ccc(OCc2cc(=O)n3ccsc3n2)cc1 | / | 3% | -21 | 11% | / | /
Cc1ccccc1CN1CCN(C(=O)c2ccc(S(=O)(=O)NCc3ccco3)cc2)CC1 | ? | -27% | -10 | -22% | -4% | /
S=C1NNC2(NN1)C1CC3CC(C1)CC2C3 | -1% | -1% | 56 | ? | 11% | -12%
Cc1cc(C(=O)COC(=O)/C=C/c2ccco2)c(C)n1C | 2% | / | -14 | / | -26% | /
Cn1c(Cn2c(=O)sc3ccccc32)nnc1SCC(=O)NCc1ccc(F)cc1 | 4% | 8% | 11 | 0% | 11% | -1%
CCN(CC)CCCNC(=O)C(C)Sc1nc(-c2ccccc2)cc(C(F)(F)F)n1 (stereo unspecified) | ? | 5% | ? | -1% | -6% | 1%
COC(=O)c1sccc1NC(=O)c1cc(-c2ccc(C)cc2C)nc2ccccc12 | -4% | -46% | 50 | -2% | -2% | 0%
O=C(CN(C(=O)c1csnn1)c1ccc(F)c(Cl)c1)NC1CCCC1 | -7% | -5% | 21 | ? | -5% | 1%
CCCN1C(=O)/C(=C/c2ccccc2OCc2ccc(C(=O)O)cc2)NC1=S | 9% | 5% | 12 | 0% | -7% | 8%
Cc1ccc(Oc2ccc(Oc3ccc(C)cc3)nn2)cc1 | 12% | 0% | 5 | -3% | 22% | 1%
Cc1nn(-c2ccccc2)c(C)c1NC(=O)COC(=O)c1cc(Br)ccc1O | 14% | -2% | -11 | -14% | 9% | /
COc1ccccc1N1CCN(S(=O)(=O)c2c(C)sc3ncn(CC(=O)Nc4ccc(C)cc4Br)c(=O)c23)CC1 | / | 1% | -17 | -5% | / | /
Nc1cc(-c2ccccc2)nn1S(=O)(=O)c1ccc(Br)cc1 | -13% | -19% | 22 | -1% | -6% | -5%
Cc1ccc(-n2c(=O)[nH]c3c(C(N)=O)nc(CC(C)C)nc32)cc1 | ? | 1% | -30 | ? | 19% | 6%
O=C(C1CCN(C2CCN(CC3CC=CCC3)CC2)CC1)N1CCOCC1 (stereo unspecified) | -18% | 6% | -21 | 3% | -5% | 3%
CSC1=N/C(=C\c2ccccc2)C(=O)N1C | ? | 5% | 45 | -3% | 6% | 1%
CCCCC(=O)Nc1nn(C)c2nc3c(C)cccc3cc12 | 22% | 1% | -15 | ? | 16% | 3%
COc1ccc(N2CCN(C(=S)Nc3cccc(OC)c3)CC2)cc1 | 18% | 5% | -27 | -2% | -10% | 24%
CCc1ccc(C(=O)NNC(=O)C2CC(=O)N(c3ccc4c(c3)OCCO4)C2)cc1 (stereo unspecified) | 14% | -3% | -10 | 3% | 73%[activator] | /
O=C(c1ccc(-n2cncn2)c([N+](=O)[O-])c1)N1CCN(S(=O)(=O)c2c(F)cccc2F)CC1 | 5% | -19% | -14 | 0% | 0% | /
CCCCN(C)c1nc2c(S(=O)(=O)c3ccc(CC)cc3)nnn2c2ccc(Cl)cc12 | / | 6% | 4 | 9% | / | /
O=C(c1ccco1)N1CCN(C(=O)c2cc3cc([N+](=O)[O-])ccc3oc2=O)CC1 | 29% | -2% | 9 | 1% | -4% | -7%
CC(=O)c1ccc(NC(=O)Cn2cc3c(n2)CCCC3)cc1 | / | -5% | -5 | 6% | / | /
COC(=O)c1cc(C(=O)Cc2ccccc2)c[nH]1 | / | 5% | -17 | 3% | / | 4%
O=S(=O)(Nc1cccc2c1CCCC2)c1cccc(C(F)(F)F)c1 | 5% | -5% | ? | -15% | 6% | -8%
O=C(CCS(=O)(=O)c1cccc2nsnc12)NCc1ccccc1 | 13% | 0% | 63 | -13% | -18% | -5%
CCOc1ccccc1NC(=O)C1=C(C)NC(=S)NC1c1cccs1 (stereo unspecified) | -2% | -6% | -28 | -5% | 0% | 13%
CN(CC(=O)NCc1ccccc1)S(=O)(=O)c1ccc2c(c1)CCC(=O)N2 | 15% | -1% | 12 | -10% | 4% | /
CCC1CCCCN1C(=O)CCCOc1ccccc1 (stereo unspecified) | 0% | -9% | -19 | -9% | 29% | 1%

Given with two lines to a compound: five of the compounds above.
Results follow in this order: HCV inh, Sm TGR block, HCMV inh, AmpC detergent, AMA1 RON2 block, FBPA Giardia inh
> COc1ccccc1C(=O)Nc1ccc(OCc2cc(=O)n3ccsc3n2)cc1
  /, 3%, -21, 11%, /, /
> Cc1ccccc1CN1CCN(C(=O)c2ccc(S(=O)(=O)NCc3ccco3)cc2)CC1
  ?, -27%, -10, -22%, -4%, /
> S=C1NNC2(NN1)C1CC3CC(C1)CC2C3
  -1%, -1%, 56, ?, 11%, -12%
> Cc1cc(C(=O)COC(=O)/C=C/c2ccco2)c(C)n1C
  2%, /, -14, /, -26%, /
> Cn1c(Cn2c(=O)sc3ccccc32)nnc1SCC(=O)NCc1ccc(F)cc1
  4%, 8%, 11, 0%, 11%, -1%

(more compounds)
Structure | HCV inh | Sm TGR block | HCMV inh | AmpC detergent | AMA1 RON2 block | FBPA Giardia inh
O=C(Cc1ccc(Cl)cc1)Nc1cccc(S(=O)(=O)Nc2ccccc2F)c1 | 14% | ? | -7 | -7% | 20% | 4%
O=C(COc1cccc2ccccc12)NNC(=O)c1cccs1 | -15% | -18% | 40 | 1% | 53%[activator] | 1%
CN1CCN(C(=O)c2cc(Cl)ccc2Cl)CC1 | -10% | 0% | 45 | ? | -2% | 1%
O=C(NCC1CCCO1)c1c[nH]c2ccc(S(=O)(=O)Nc3ccc(F)cc3F)cc2c1=O (stereo unspecified) | / | -1% | -3 | -3% | / | /
Clc1ccc2nc(CSc3ncn[nH]3)cn2c1 | 11% | / | -23 | 2% | 86%[activator] | 1%
O=C(Nc1ccc(S(=O)(=O)Nc2cnc3ccccc3n2)cc1)c1ccc(Cl)cc1Cl | -2% | / | -15 | / | -12% | /
O=C1CSC(=Nc2cccc(Cl)c2Cl)N1Cc1cccnc1 | -10% | 14% | ? | 10% | -16% | -28%
CCN1CCCC1CNCc1ccc(OCc2ccc(Cl)nc2)c(OC)c1 (stereo unspecified) | -6% | -10% | ? | 2% | 6% | 0%
CCOc1cc(NS(=O)(=O)c2ccccc2)c(OCC)cc1NC(=O)c1ccco1 | -7% | 32µM* | -101* | 0% | 12% | ?
CCOc1ccccc1N1CCN(C(=O)c2cc(-c3cc(OC)ccc3OC)nc3ccccc23)CC1 | ? | -25% | / | -1% | -7% | /
CC(C)(C)NC(=O)C(=O)NCCC1=CCCCC1 | -5% | 0% | 48 | 3% | 14% | 12%
CC1=CC(C)(C)N=C(Nc2ccc(C)cc2)S1 | 10% | -24%[11.4 µM] | -6 | -9% | -1% | 3%
Nc1cc(Nc2ccccc2)ccn1 | -2% | 6% | -25 | -6% | 12% | /
Cc1cc(C(=O)CS(=O)(=O)c2ccccc2)cc(C)c1O | -2% | 22µM* | 47 | -4% | -1% | -3%
O=C1CSC2(C(=O)N(Cc3ccccc3)c3ccccc32)N1c1cccc(F)c1 (stereo unspecified) | / | 1% | -28 | 17% | / | /
Cc1sc(NC(=O)c2ccco2)nc1-c1ccc2c(c1)CC(C)N2C(=O)C1CC1 (stereo unspecified) | 5µM* | -34% | -97* | -17% | -7% | -13%
COc1cc(C(=O)NC2(C(F)(F)F)C(=O)NC(C)=C2C#N)cc(OC)c1OC (stereo unspecified) | / | 11% | 9 | -3% | / | /
Cc1cc(=O)[nH]c(N/N=C/c2ccc([N+](=O)[O-])cc2)n1 | / | 9% | / | 5% | / | -1%
O=C(C1CC(=O)N(C2CCCC2)C1)N1CCN(c2cccc(Cl)c2)CC1 (stereo unspecified) | ? | 0% | -39 | 1% | -13% | /
c1ccc2c(c1)nc1n2CN(Cc2ccc3c(c2)OCO3)CN1 | 3% | -11% | 25 | -10% | -1% | 1%
COCC(C)N1C(=O)Cc2c1nc(N)c1c(N)nc(N3CCN(c4ccccc4F)CC3)c(C#N)c21 (stereo unspecified) | ? | -3% | ? | 2% | 50%[activator] | -30%
CC(C)CNS(=O)(=O)c1ccc(CCC(=O)NCC2CCCO2)cc1 (stereo unspecified) | 17% | -1% | -12 | -1% | 1% | -1%
